Screening results (PubChem)
MITF inh = blocks human microphthalmia-associated transcription factor; O75030; AlphaScreen MITF homodimerization, bead proximity signal; inhibition, % at 2.6 µM; 650,000 tested, 0.91% active; in the data active = inhibition above about 50%;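 note: 0% = vehicle wells with protein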
FBW7 act = activators of human E3 ligase FBW7; normalized activity (activation), % at 26.1 µM; 650,000 tested, 0.13% active; AlphaScreen FBW7–phospho-cyclin E peptide binding, activator screen; in the data active = normalized activity above about 1.9%;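 note: purified mutant Fbw7 with reduced substrate affinity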
Target sequence (Q969H0 whole entry, looked up): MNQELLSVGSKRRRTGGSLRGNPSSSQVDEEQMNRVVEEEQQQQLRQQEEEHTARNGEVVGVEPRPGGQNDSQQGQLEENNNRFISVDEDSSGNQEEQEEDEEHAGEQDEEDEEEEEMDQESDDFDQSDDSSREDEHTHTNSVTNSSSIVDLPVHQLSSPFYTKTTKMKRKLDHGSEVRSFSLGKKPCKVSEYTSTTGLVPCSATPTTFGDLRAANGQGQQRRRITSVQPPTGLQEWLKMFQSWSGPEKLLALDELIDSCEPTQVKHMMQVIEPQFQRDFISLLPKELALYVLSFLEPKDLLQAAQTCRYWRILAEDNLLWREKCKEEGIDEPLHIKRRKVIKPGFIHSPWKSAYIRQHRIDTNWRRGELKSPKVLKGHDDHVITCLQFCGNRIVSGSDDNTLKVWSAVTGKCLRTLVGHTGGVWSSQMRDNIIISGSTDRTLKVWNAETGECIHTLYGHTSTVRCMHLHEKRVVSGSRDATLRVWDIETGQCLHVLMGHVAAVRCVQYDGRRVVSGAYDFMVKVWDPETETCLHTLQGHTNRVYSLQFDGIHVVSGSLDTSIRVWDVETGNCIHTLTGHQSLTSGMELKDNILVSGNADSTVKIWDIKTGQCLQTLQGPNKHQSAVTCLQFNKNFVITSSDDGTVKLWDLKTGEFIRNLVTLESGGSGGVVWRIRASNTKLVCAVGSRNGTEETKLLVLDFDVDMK
TEAD-YAP inh = TEAD-YAP interaction inhibition. 640,000 tested, 1.4% active. HEK-TIYL cells, TEAD-Gal4/YAP UAS-luciferase luminescence. inhibition, % at 9.12 µM. AID 1259422; in the data active = inhibition above about 32%;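 note: 0% = median of test compound wells and 100% = reference inhibitor wells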
GPR151 activ = activates the human receptor GPR151 | Q8TDV0 | PathHunter beta-arrestin GPR151 cells, luminescence | activation, % at 11.2 µM | 650,000 tested, 1% active | AID 1508602; in the data active = activation above about 4.9%;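 note: 0% = median of compound wells and 100% = cells with positive control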
Target sequence (Q8TDV0 whole entry, looked up): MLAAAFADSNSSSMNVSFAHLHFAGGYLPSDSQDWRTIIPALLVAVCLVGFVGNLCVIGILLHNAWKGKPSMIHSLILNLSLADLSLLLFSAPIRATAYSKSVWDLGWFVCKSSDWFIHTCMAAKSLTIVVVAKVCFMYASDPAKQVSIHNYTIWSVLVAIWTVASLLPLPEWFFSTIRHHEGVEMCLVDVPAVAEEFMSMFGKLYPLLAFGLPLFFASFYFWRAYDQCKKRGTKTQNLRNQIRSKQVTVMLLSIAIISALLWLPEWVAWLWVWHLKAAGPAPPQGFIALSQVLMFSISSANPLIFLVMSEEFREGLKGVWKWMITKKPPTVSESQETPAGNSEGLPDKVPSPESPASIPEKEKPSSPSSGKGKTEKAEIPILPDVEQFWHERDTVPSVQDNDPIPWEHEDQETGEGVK
Starred values were filed as active, the others as inactive.

Preview, two compounds:
Values run as follows: MITF inh, FBW7 act, TEAD-YAP inh, GPR151 activ
1: CCOC(=O)C1=C(C)N=c2s/c(=C\c3ccc(OCc4ccc([N+](=O)[O-])cc4)c(OCC)c3)c(=O)n2C1c1ccccc1 (centres undefined)
 : 22, 1.0, -1, -1.7
2: COCCNC(=O)c1ccc(-c2ccccc2)s1
 : 3, 0.2, -4, -6.3

Results, from the start:
Values run as follows: MITF inh, FBW7 act, TEAD-YAP inh, GPR151 activ
1: CCOC(=O)C1=C(C)N=c2s/c(=C\c3ccc(OCc4ccc([N+](=O)[O-])cc4)c(OCC)c3)c(=O)n2C1c1ccccc1 (centres undefined)
 : 22, 1.0, -1, -1.7
2: COCCNC(=O)c1ccc(-c2ccccc2)s1
 : 3, 0.2, -4, -6.3
3: COc1ccc(C2=NOC(C(=O)Nc3ccc(C(C)=O)cc3)C2)cc1 (centres undefined)
 : 0, 0.0, -8, -0.1
4: Cc1ccc(-n2ncc3c(=O)n(CCN4CCCCC4)cnc32)c(C)c1
 : 1, 0.3, 13, -0.4
5: COc1ccc(OC)c(NC(=O)c2sc3ncnc(N4CCCCC4C)c3c2C)c1 (centres undefined)
 : 9, -0.1, -10, -0.6
6: Cc1cnc(NC(=O)CSc2nnc(-c3ccncc3)n2C2CCCCC2)s1
 : -4, -0.1, -6, -0.4
7: Cc1cc(Cl)ccc1NC(=O)C1CCN(C(=O)Cc2ccccc2)CC1
 : 3, -0.1, 6, 3.0
8: COc1ccccc1C(=O)N1CCN(c2ccc(Cl)cc2[N+](=O)[O-])CC1
 : -4, 0.0, -7, -0.2
9: COc1ccc(C(=O)Oc2ccc(C)cc2)cc1S(=O)(=O)N1CCOCC1
 : -6, -0.1, 8, 0.3
10: O=C(NCC(F)(F)C(F)(F)C(F)(F)C(F)F)C12CC3CC(CC(C3)C1)C2
 : -6, 0.0, -4, 0.5
11: CCOC(=O)c1[nH]c2ccc(OCc3ccccc3)cc2c1CCN1C(=O)c2ccccc2C1=O
 : -1, 0.0, -1, 2.9
12: CCCCCOC(=O)c1ccc(N2C(=O)c3ccc(Oc4ccc(N)cc4)cc3C2=O)cc1
 : -10, 0.0, -6, -0.2
13: CC(=O)N1N=C(c2cccnc2)OC1c1ccc(C(C)C)cc1 (centres undefined)
 : 5, 0.1, 5, 3.7
14: COc1ccc2c(c1)C1CC(C)(NC(=O)C1C(=O)c1ccccc1)O2 (centres undefined)
 : 4, 0.2, -4, -1.4
15: O=C(CCNS(=O)(=O)c1c(Cl)cccc1Cl)OCC(=O)c1ccccc1
 : 8, -0.1, -2, -0.4

Copied from the list.
Under FBW7 act, Cc1cnc(NC(=O)CSc2nnc(-c3ccncc3)n2C2CCCCC2)s1 has -0.1
Under GPR151 activ, CCCCCOC(=O)c1ccc(N2C(=O)c3ccc(Oc4ccc(N)cc4)cc3C2=O)cc1 has -0.2

(more compounds)
Values run as follows: MITF inh, FBW7 act, TEAD-YAP inh, GPR151 activ
16: Cc1ccccc1NC(=O)C(=O)N/N=C/c1cc(Br)ccc1O
 : -4, -0.2, 6, -0.5
17: NC(=O)C1CCN(Cc2ccc3c(c2)CN(Cc2cccn2-c2cccnc2)CCO3)CC1
 : 0, 0.1, -8, 0.5
18: Cc1ccc2nc(NC3=NCN(Cc4ccccc4)CN3)nc(C)c2c1
 : 21, 0.2, -18, 0.4
19: COc1ccccc1N1C(=O)/C(=C\c2ccc(C)s2)C(=O)NC1=S
 : 0, -0.7, 2, -0.3
20: COc1ccc(/C=c2\sc3n(c2=O)C(N)=C(C#N)C(c2ccc(OC)c(OC)c2)C=3C#N)cc1OC (centres undefined)
 : 2, 0.0, 4, 0.0
21: O=C(NCc1cccnc1)C(=O)NCc1cccnc1
 : 72*, 0.0, 6, 3.3
22: O=C(NC1CCCC1)C(c1ccccc1F)N(C(=O)c1csnn1)C1CC1 (centres undefined)
 : 7, -0.1, -8, 0.2
23: O=C(c1cccnc1)N1N=C(C2CC2)CC1(O)C(F)(F)F (centres undefined)
 : 1, 0.4, 7, -0.6
24: Cc1ccccc1Nc1ncnc2c1c(-c1ccccc1)cn2-c1ccc(F)cc1
 : -3, 0.1, -14, 0.4
25: COc1ccccc1N1CCN(CC(=O)Nc2ccc(F)cc2)CC1
 : 12, -0.1, 5, -0.2
26: CN(Cc1ccccc1)c1ncc(-c2ccccc2)cn1
 : 1, 0.4, -19, -0.3
27: Cc1ccc(NC(=O)COc2ccccc2)c(NC(=O)c2cccs2)c1
 : 16, 0.1, 2, -0.4
28: CCOC(=O)C1=C(C)Nc2nnnn2C1c1cc(Br)ccc1OC (centres undefined)
 : 4, 0.0, 7, -0.5
29: CCOC(=O)c1c(NC(C)=O)sc2c(Cl)c(/C=N/O)ccc12
 : 13, 0.1, 0, -0.2
30: CCOC(=O)c1c(O)c2ccccc2oc1=O
 : -3, 0.0, 8, -1.5

Remaining list, next part.
Values run as follows: MITF inh, FBW7 act, TEAD-YAP inh, GPR151 activ
31: CCc1ccc(NC(=O)CSc2nc3c(sc(=S)n3-c3ccccc3C)c(=O)n2-c2ccccc2)cc1
 : -6, 0.1, 2, 2.5
32: COc1ccc(Br)cc1/C=N\NC(=O)Cc1cccs1
 : -4, 0.1, 6, 0.4
33: O=C(c1ccc2c(c1)sc(=O)n2Cc1ccccc1)c1ccccc1Br
 : 9, 0.1, 14, 0.1
34: Cn1c(C(=O)N2CCC(C(N)=O)CC2)cc2c(=O)n3ccccc3nc21
 : 8, 0.0, -6, 0.7
35: CCOC(=O)c1c(C)oc2ccc(OCc3cccc(F)c3)cc12
 : 13, 0.1, 6, -1.0
36: COc1ccc(C(=O)OCc2ccc(C(=O)OC(C)C)cc2)cc1OC
 : -16, 0.0, -2, -1.6
37: Cc1ccc(NC(=O)CSc2nc3ccccc3nc2Cc2cccc([N+](=O)[O-])c2)c(C)c1
 : -11, 0.2, -6, -1.4
38: COc1cccc2cc(-c3csc(NC(=O)c4cccc(F)c4)n3)oc12
 : 11, -0.1, -2, 3.3
39: O=C(Nc1cccc(N2CCC(NCCc3nc4ccc(Cl)cc4[nH]3)CC2)c1)C1CC1
 : 8, 0.0, 9, -0.4
40: CCCN1CCC(N2CCN(S(=O)(=O)CC)CC2)CC1
 : 46, 0.0, -2, -0.4
41: CC(C)n1cnc2c(NCCc3ccc(O)cc3)nc(Nc3ccccn3)nc21
 : 0, 0.0, 28, -0.7
42: CN(CC(=O)N1CCN(Cc2ccccc2)CC1)S(=O)(=O)c1ccc(F)cc1
 : 8, 0.1, 3, 0.0
43: Cc1onc(-c2ccccc2Cl)c1C(=O)Nc1ccc(Cl)cn1
 : 10, -0.1, 5, 2.2
44: CCc1cccc(OCC(O)Cn2c(NCCc3ccccc3)nc3c2c(=O)n(C)c(=O)n3C)c1 (centres undefined)
 : -9, -0.2, -5, 1.9
45: CCS(=O)(=O)N1CCCc2cc(NS(=O)(=O)c3cc(C)c(C)cc3C)ccc21
 : 17, -0.1, 17, 1.3

An excerpt from above in order of length of the SMILES, lowest first:
Values run as follows: MITF inh, FBW7 act, TEAD-YAP inh, GPR151 activ
36: COc1ccc(C(=O)OCc2ccc(C(=O)OC(C)C)cc2)cc1OC
 : -16, 0.0, -2, -1.6
34: Cn1c(C(=O)N2CCC(C(N)=O)CC2)cc2c(=O)n3ccccc3nc21
 : 8, 0.0, -6, 0.7
39: O=C(Nc1cccc(N2CCC(NCCc3nc4ccc(Cl)cc4[nH]3)CC2)c1)C1CC1
 : 8, 0.0, 9, -0.4
31: CCc1ccc(NC(=O)CSc2nc3c(sc(=S)n3-c3ccccc3C)c(=O)n2-c2ccccc2)cc1
 : -6, 0.1, 2, 2.5

(further entries)
Values run as follows: MITF inh, FBW7 act, TEAD-YAP inh, GPR151 activ
46: COc1ccc(CCNc2ncnc3c2cnn3C)cc1OC
 : -3, -0.1, 14, -0.3
47: COc1cc(C2CC(=O)NC(SCC(=O)OCc3ccccc3)=C2C#N)ccc1O (centres undefined)
 : -2, 0.1, 4, 0.1
48: CCCCOc1ccc(C(=O)N/C(=C\c2ccc(Br)cc2)C(=O)Nc2ccccc2Br)cc1
 : -14, -0.1, 2, 0.0
49: COc1ccc(-n2c(N)c(Br)c(=O)[nH]c2=O)cc1
 : 11, -0.1, 7, 1.4
50: COc1ccc(CC(=O)NC2CC(=O)N(c3cccc(F)c3)C2)cc1OC (centres undefined)
 : -15, 0.4, 0, -0.5
51: O=C1CCCN1CCn1cnc2c(NC3CCN(Cc4ccccc4)CC3)nc(Nc3ccncc3)nc21
 : -9, 0.5, 1, 4.3
52: Cc1ccc(NC(=O)CCn2ccnc2C)cc1C
 : -6, 0.1, 16, 3.2
53: CS(=O)(=O)c1cccc(S(=O)(=O)N2CCc3nc4ncccc4cc3C2)c1
 : 3, 0.2, -4, -0.2
54: Cc1ccc(-n2c(C)cc(/C=N/NC(=O)CN3CCOCC3)c2C)c(C)c1
 : 11, 0.1, 5, -1.0
55: Cc1ccc(OCC(=O)Nc2ccc3c(c2)C(=O)NC3=O)c(C)c1
 : 18, 0.0, 4, 4.8
56: Cc1cc(NC(=O)c2sc3ncnc(N4CCCCC4C)c3c2C)no1 (centres undefined)
 : 13, 0.2, 1, -0.3
57: Cn1c(=N)n(CC(=O)c2ccc(Br)cc2)c2ccccc21
 : 3, 0.5, -60, 0.3
58: CS(=O)(=O)c1ccc(S(=O)CC(=O)OCc2ccccc2)c([N+](=O)[O-])c1 (centres undefined)
 : 0, -0.1, -41, -1.3
59: COc1ccc2cc(CN(CC3CCCO3)S(=O)(=O)c3ccc(F)cc3)c(=O)[nH]c2c1 (centres undefined)
 : -3, 0.0, -1, 4.2
60: Cc1c(C(=O)O)sc2ncnc(N3CCc4ccccc4C3)c12
 : -1, 0.1, 5, -1.1

2 of the compounds above, as a markdown table:
| No. | mol | MITF inh | FBW7 act | TEAD-YAP inh | GPR151 activ |
| --- | --- | --- | --- | --- | --- |
| 52 | Cc1ccc(NC(=O)CCn2ccnc2C)cc1C | -6 | 0.1 | 16 | 3.2 |
| 53 | CS(=O)(=O)c1cccc(S(=O)(=O)N2CCc3nc4ncccc4cc3C2)c1 | 3 | 0.2 | -4 | -0.2 |

(continued)
Values run as follows: MITF inh, FBW7 act, TEAD-YAP inh, GPR151 activ
61: Cc1n[nH]c(C)c1N1C(=O)c2cccc3c(N4CCCCC4)ccc(c23)C1=O
 : -2, 0.1, 4, 3.1
62: CCCCC(=O)N1C2=C(C(=O)c3ccccc32)C(c2ccc(Cl)cc2)c2c1n(C)c(=O)n(C)c2=O (centres undefined)
 : -6, 0.1, 2, 0.2
63: Cc1cc(C)n2nc(NCc3ccccc3C)nc2n1
 : -18, 0.1, -3, 1.1
64: O=C1CC(NCCc2c[nH]c3ccccc23)C(=O)N1c1ccc(-c2nc3ccccc3o2)cc1 (centres undefined)
 : 2, -0.2, -5, 2.2
65: CC1(C)CC(=O)C(C(C2=C(O)CC(C)(C)CC2=O)c2ccc(O)cc2O)C(=O)C1 (centres undefined)
 : -12, 0.2, 9, 0.0
66: O=C1NN(c2ccc(F)c(Cl)c2)C(=O)/C1=C\c1ccc2c(c1)OCO2
 : 12, 0.1, 8, 4.2
67: CCOC(=O)c1c(NC(=O)C(F)(OC)C(F)(F)F)sc(C(=O)N2CCCCC2)c1C (centres undefined)
 : 1, 0.0, 2, -0.3
68: COc1ccccc1CC(=O)c1ccc(O)c(CN2CCCCC2)c1O
 : 7, -0.1, 5, 1.7
69: COc1cc(CN2CCN(Cc3ccc(F)cc3)C(CCO)C2)cc(OC)c1 (centres undefined)
 : 11, 0.1, 6, 1.2
70: Cc1cccc(N(CC(=O)NC2CCCC2)S(C)(=O)=O)c1C
 : 16, 0.2, 3, -1.1
71: O=C1N/C(=C\c2ccccc2OCc2ccccc2)C(=O)N1Cc1ccc(Cl)cc1
 : 8, 0.0, -1, 0.5
72: O=C1NC(=O)/C(=C\c2ccccc2OCc2ccc([N+](=O)[O-])cc2)N1
 : 12, 0.0, 8, 0.4
73: CCN1C(=O)S/C(=C\c2ccccc2OC)C1=O
 : 1, 0.0, -36, -1.0
74: Cc1ccc(-n2nnc3c(N4CCN(S(C)(=O)=O)CC4)ncnc32)cc1
 : -3, -0.1, -11, -0.9
75: C=CCOC(=O)C1=C(C)NC(C)=C(C(=O)OCC=C)C1c1cn(-c2ccccc2)nc1-c1ccc(OCC)c([N+](=O)[O-])c1
 : -2, 0.6, -4, -0.6

(list continues)
Values run as follows: MITF inh, FBW7 act, TEAD-YAP inh, GPR151 activ
76: CC(=O)C1=C(O)C(=O)N(Cc2ccco2)C1c1ccc(Cl)cc1 (centres undefined)
 : 6, 0.5, -3, 1.4
77: CCCCN(c1ccccc1C(=O)O)S(=O)(=O)c1ccc(OC)cc1
 : 3, 0.0, -5, -1.5
78: Cc1cccc2sc(N(CCCN3CCOCC3)C(=O)/C=C/c3cccs3)nc12
 : 8, 0.4, -5, 0.4
79: COc1cc(CN2Cc3ccccc3OC(C)C2)cc(OC)c1OC (centres undefined)
 : -1, 0.0, -1, -0.8
80: O=C1C2C3C=CC(C3)C2C(=O)N1CCN1CCNCC1 (centres undefined)
 : 21, 0.0, 5, -0.7
81: CCCCCC(C)N (centres undefined)
 : 1, 0.0, 4, 0.2
82: O=C(COc1ccc(Cl)cc1)NCc1n[nH]c(=S)n1-c1cccc(C(F)(F)F)c1
 : 7, 0.3, 13, -0.3
83: C/C(=C/C(=O)N1CCN(C)CC1)C(=O)O
 : 21, 0.1, -4, -1.6
84: Cc1ccc(-c2nc3sc(CCNS(=O)(=O)c4cc(F)ccc4F)c(C)n3n2)cc1
 : 7, -0.1, -7, 0.8
85: CCC(Sc1nc2ccccc2s1)C(=O)Nc1ccc([N+](=O)[O-])cc1 (centres undefined)
 : 13, 0.1, 16, -0.3
86: CCOc1cc(C(=O)Nc2cc(OC)c(Cl)cc2OC)cc(OCC)c1OCC
 : 1, -0.2, 5, 0.9
87: Cc1ccc(-c2csc(NC(=O)CSc3nc(C)cc(=O)[nH]3)n2)cc1
 : 19, 0.1, -6, -2.2
